Dengue-2 NS5 capping: Dengue-2 NS5 methyltransferase inhibitors, primary screen, biochemical, confirmation dose response (AID 588689); Genome polyprotein (Dengue virus type 2 (strain 16681-PDK53)); Dengue-2 NS5 methyltransferase capping enzyme assay, biochemical; higher % means a stronger effect; 340,000 compounds, 0.3% hits; inhibition, % at 25 µM, or IC50 in µM where a hit was titrated; in the data active = a potency from the dose series; inconclusive = inhibition above about 29% without an active follow-up result
Yfh1-depleted yeast: enhancers of respiration in Yfh1-depleted yeast, dose response, Friedreich's ataxia, plus single-dose screen (AID 1465); S. cerevisiae Yfh1-off respiration, WST-1 reduction, 72 h; higher fold induction means a stronger effect; fold induction at 50 µM; hits with a dose series show EC50 in µM; 220,000 compounds, 0.074% hits;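 active = fold induction of absorbance versus untreated yeast above a set limit, then at least 30% activation at any dose in follow-up; inconclusive = repeats straddling the limit, or above it without dose testing; inactive = fold induction below the set limit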;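 note: activators that raise dye reduction in frataxin-depleted yeast; strong numbers were not always called active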
Large T inhibition: SV40 large T antigen inhibitors, biochemical (AID 1903); SV40 large T antigen ATPase/helicase inhibition assay; higher % means a stronger effect; inhibition, % at 20 µM; hits with a dose series show IC50 in µM; 310,000 compounds, 0.39% hits; in the data active = a potency from the dose series; inconclusive = inhibition mostly from about 32% at the one dose, without a potency; inactive = the rest, 99 in 100 with inhibition below about 32%; note: strong numbers were not always called active
GPR55 beta-arrestin: GPR55 agonists via beta-arrestin recruitment, primary screen, imaging, U2OS cells, beta-arrestin-GFP redistribution (AID 1961). G-protein coupled receptor 55 (Homo sapiens). U2OS GPR55 beta-arrestin-GFP redistribution imaging; higher % means a stronger effect. activation, % at 10 µM, or EC50 in µM where a hit was titrated. 290,000 compounds, 0.048% hits;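 active = activation above 40% with more than 50 cells counted in the well; inconclusive = wells holding fewer than 50 cells, flagged as toxic or sparse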;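 note: U2OS osteosarcoma cells stably expressing GPR55 and beta-arrestin-GFP; plate controls were DMSO negative control for no effect and LPI positive control for full effect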
MgcRacGAP inhibition: MgcRacGAP GTPase-activating activity inhibitors, confirmation, biochemical, ADP Hunter fluorescence; Rac GTPase-activating protein 1 (Homo sapiens); 340,000 compounds, 0.6% hits; AID 624330, 2012; MgcRacGAP-stimulated Rac1 GTP hydrolysis, ADP Hunter fluorescence; higher % means a stronger effect; GST-tagged Rac1 F28L mutant substrate; inhibition, % at 30 µM, or IC50 in µM where a hit was titrated;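 active = first-screen hits whose inhibition reached a set limit at any dose in the follow-up dose series; inconclusive = inhibition above the set first-screen limit but never retested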;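 note: fluorescence reports GDP produced by GAP-driven GTP hydrolysis; strong numbers were not always called active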
GPR35 arrestin U2OS: GPR35 antagonists blocking zaprinast-driven arrestin recruitment, primary screen, imaging, U2OS, beta-arrestin-GFP, zaprinast agonist (AID 2058) | 290,000 compounds, 0.052% hits | inhibition, % at 10 µM; hits with a dose series show IC50 in µM | U2OS GPR35 beta-arrestin-GFP translocation imaging, zaprinast antagonism; higher % means a stronger effect;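 active = inhibition of at least 50% with at least 30 cells and total cytoplasm GFP at most 10,000,000; inconclusive = under 30 cells or total GFP of 10,000,000 plus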
NTR1 agonist: agonists of NTR1, primary screen, imaging, U2OS cells, beta-arrestin-GFP, high content (AID 493036); Neurotensin receptor type 1 (Homo sapiens), P30989; NTR1-U2OS beta-arrestin-GFP spot imaging, agonist mode; activation, % at 20 µM; 330,000 compounds, 0.17% hits;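 active = activation at or above 40% of the spot to cytoplasm intensity ratio, with at least 20 cells analyzed; inconclusive = wells under 20 cells, flagged as cytotoxic or low count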;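 note: 0% = DMSO without peptide and 100% = 100 nM NTR1 peptide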
Target sequence (P30989 whole entry, looked up): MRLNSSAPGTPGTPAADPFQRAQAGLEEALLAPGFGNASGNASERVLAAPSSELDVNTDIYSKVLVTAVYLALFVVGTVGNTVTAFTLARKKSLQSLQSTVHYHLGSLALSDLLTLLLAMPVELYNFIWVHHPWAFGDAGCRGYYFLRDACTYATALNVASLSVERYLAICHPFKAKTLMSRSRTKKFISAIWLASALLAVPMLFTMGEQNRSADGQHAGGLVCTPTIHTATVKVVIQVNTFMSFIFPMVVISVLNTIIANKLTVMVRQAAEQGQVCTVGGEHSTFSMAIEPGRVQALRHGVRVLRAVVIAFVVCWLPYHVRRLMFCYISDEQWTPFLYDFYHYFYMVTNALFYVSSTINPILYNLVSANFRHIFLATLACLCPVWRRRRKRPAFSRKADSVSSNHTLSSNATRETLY
GPR55 LPI antagonism: GPR55 antagonists blocking LPI-driven arrestin recruitment, primary screen, imaging, U2OS, beta-arrestin-GFP, LPI agonist (AID 2013); G-protein coupled receptor 55 (Homo sapiens); U2OS GPR55 beta-arrestin-GFP translocation imaging, LPI antagonism; higher % means a stronger effect; inhibition, % at 10 µM; hits with a dose series show IC50 in µM; 290,000 compounds, 0.13% hits;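 active = spots per cell inhibited over 60%, with over 100 cells counted and total cytoplasm intensity under 500,000; inconclusive = wells with under 100 cells, flagged as likely toxic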;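 note: U2OS cells stably carrying GPR55 and arrestin-GFP stimulated by 5 µM LPI near EC80; imaged beta-arrestin-GFP aggregate spots per cell after agonist stimulation; plate controls were LPI-stimulated DMSO wells for no effect and DMSO wells without LPI for full effect; some results filed as inactive read as strong as hits; confirmed hits need IC50 under 10 µM and bright autofluorescent wells are also inconclusive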
AID2073: inhibitors of Mint1-CaV2.2 protein interaction, biochemical, HTRF (AID 2073). inhibition, % at 20 µM, or IC50 in µM where a hit was titrated. 290,000 compounds, 0.19% hits. HTRF protein-protein interaction, Mint1-CaV2.2; higher % means a stronger effect; in the data active = inhibition mostly above about 51%, no sharp cut-off; inconclusive = no clear call, values can overlap the other calls; inactive = mostly below about 53%; note: some results filed as inactive read as strong as hits
NTR1 agonist cell count 20 µM: further read-out of NTR1 agonist, marked with its call; cell count; measured here: cell count, cytotoxicity flag
Dengue-2 NS5 capping pilot replicate: recorded beside Dengue-2 NS5 capping, whose call it bears; inhibition, %; measured here: pilot screen replicate inhibition
Active calls of the source: *; i = inactive; ? = inconclusive; · = no result given; & = joins results of further samples.

SMILES	Dengue-2 NS5 capping	Yfh1-depleted yeast	Large T inhibition	GPR55 beta-arrestin	MgcRacGAP inhibition	GPR35 arrestin U2OS	NTR1 agonist	NTR1 agonist cell count 20 µM	GPR55 LPI antagonism	AID2073	others
CCOc1ccc(N(C(=O)c2snc(C(N)=O)c2N)C(C(=O)NCC2CCCO2)c2ccc(C)o2)cc1 (stereo not drawn)	4%	·	·	0.3%	4%	14%	0.7	50	4%	18%
O=C(c1cccc(S(=O)(=O)N2CCCC2)c1)N1CCCC(C(F)(F)F)C1 (stereo not drawn)	-1%	·	7%	·	10%	·	0.3	76	·	·
CC(C)OC(=O)c1ccc(NC(=O)c2ccco2)cc1	-9%	i	11%	0.0%	4%	13%	0.2	44	-4%	-1%
Cc1ccc(N/N=C2\CCS(=O)(=O)c3sccc32)cc1	-6%	i	15%	0.0%	6%	-6%	2.0	58	4%	-28%
Cc1cc(-c2ccc(C)c(S(=O)(=O)NCCN3CCC(C)CC3)c2)on1	-3%	·	2%	0.2%	8%	10%	0.5	48	7%	-3%
O=C(Cn1c(CCCO)nc2ccccc21)Nc1ccccc1-c1ccccc1	2%	·	5%	-0.1%	3%	1%	2.4	47	7%	-1%
CCNC(=S)NNC(=O)c1cc(-c2cccnc2)nc2ccccc12	-3%	i	15%	0.6%	7%	-4%	0.3	60	0%	-12%
Nc1ccc(N2CCCCC2)c(S(=O)(=O)Nc2ccc(Cl)cc2)c1	1%	i	6%	0.1%	3%	9%	10	63	17%	-7%
Cc1cccnc1NC(=O)c1ccc(OCc2c(C)noc2C)cc1	-5%	·	20%	0.0%	5%	9%	1.2	72	21%	6%
Cc1ccc2c(c1)NC(=O)C(CC(=O)NCCCN1CCN(c3cc(C)ccc3C)CC1)O2 (stereo not drawn)	8%	·	3%	-0.1%	2%	-10%	-0.1	65	8%	0%
O=C(CSc1nncc2ccccc12)Nc1cccc(O)c1	0%	·	22%	-0.2%	11%	-8%	0.3	41	2%	1%
O=C(CN(Cc1ccc(F)cc1)C(=O)CNS(=O)(=O)c1ccc(F)cc1)NCc1ccco1	-10%	·	7%	-0.4%	4%	-8%	0.3	40	9%	12%
CN1CCN(NC(=O)c2ccc(S(=O)(=O)N3CCCCCC3)cc2)CC1	3%	i	5%	0.2%	3%	-2%	-1.3	59	-1%	-1%
COc1cc(-c2nnc(COc3ccc4ccccc4c3)o2)cc(OC)c1OC	-3%	·	15%	-0.1%	9%	-4%	-1.2	96	-2%	22%	Dengue-2 NS5 capping pilot replicate=4.1
COc1cnc(-c2ccccn2)nc1N(C)c1ccccc1	-5%	·	16%	0.0%	7%	-3%	-0.3	97	1%	13%
COc1cc(OC)c(S(=O)(=O)N2CCOCC2)cc1S(=O)(=O)N1CCOCC1	3%	·	7%	-0.1%	2%	-6%	1.4	60	-1%	3%
O=C(O)c1cccc(C(=O)O)n1	·	i	0%	0.3%	·	-1%	1.6	62	4%	16%
Cc1c(C(=O)NN2CCCCC2)nn(-c2ccc(Cl)cc2Cl)c1-c1ccc(I)cc1	·	i	-3%&2%	·	·	-8%	·	·	·	24%
O=C(O)c1ccc(-c2ccc(/C=C3\NC(=O)N(Cc4ccc(Cl)cc4)C3=O)o2)cc1	20%	i	14%	1.6%	14%	-4%	·	·	-6%	10%
COc1ccc(C(=O)CCC(=O)Nc2ccc(N3CCCCC3)cc2)cc1OC	2%	·	16%	-0.1%	11%	3%	0.6	39	5%	-4%
CC1=NN(c2ccccc2)C(=O)C1(C)C	2%	i	0%	-0.1%	12%	11%	-0.8	42	18%	-5%
Cc1ccc(C)c(NC(=O)CSc2nnc(CNC(=O)c3ccco3)n2C)c1	-10%	·	-3%	-0.2%	5%	9%	-0.7	49	-7%	3%
COc1ccc(NC(=O)CSc2nnc(-c3ccoc3C)n2CC2CCCO2)cc1 (stereo not drawn)	-6%	i	8%	-0.3%	5%	-13%	-3.6	69	-4%	2%
CC(C)(C)C(=O)NC(=S)Nc1ccc(Cl)c(C(=O)O)c1	-6%	i	11%	-0.2%	8%	-9%	-0.4	44	12%	-7%
COc1ccc(NC(=O)c2cc(-c3cc(C)c(C)cc3O)n[nH]2)c(OC)c1	-6%	·	23%	0.4%	·	17%	1.1	72	12%	11%
Cc1ccc(S(=O)(=O)NC(=O)c2cc(C)n(CC(c3ccccc3)N(C)C)c2C)cc1 (stereo not drawn)	-2%	i	16%	0.2%	-1%	-9%	0.0	52	-13%	22%
COc1ccc(/C=C/C(=O)c2nc3ccccc3n2CC(=O)c2ccc(OC)cc2)cc1	0%	i	20%	0.0%	-1%	8%	-0.1	97	22%	23%
c1cncc(-c2noc(-c3ccc4ccccc4c3)n2)c1	-7%	·	13%	0.3%	10%	11%	3.3	72	6%	45%
CN1CCN(CCCNC(=O)c2ccc(CSCc3cccc(Cl)c3)o2)CC1	·	i	-2%	-0.1%	·	7%	0.1	50	-8%	-6%
CCc1ccccc1NC(=O)CSc1n[nH]c(C)c1[N+](=O)[O-]	4%	i	1%	0.2%	-2%	4%	-1.0	70	4%	4%
O=C(CSc1nn(-c2ccccc2)c(=S)s1)NC(=O)NCc1ccco1	2%	i	9%	0.0%	11%	-7%	2.8	76	-20%	-4%
CC(NC(=O)c1ccc(Br)s1)C1CCCO1 (stereo not drawn)	-4%	i	1%	-0.1%	8%	8%	-2.5	44	-4%	-8%
Cc1ccc(NC(=O)c2cccc(OCc3c(C)noc3C)c2)c(C)c1	-9%	i	8%	0.2%	0%	-7%	-1.3	84	-5%	-9%
Cn1cc(CN2CCc3ccccc3C2)c2ccccc21	-7%	i	7%	-0.3%	12%	5%	1.8	60	12%	-12%
CCCN1CCC(N(CCc2ccccc2)Cc2ccccc2)CC1	-7%	·	10%	-0.1%	-10%	-1%	0.8	72	22%	-6%
O=C1CCC/C(=N/NC(=O)c2cc(NS(=O)(=O)c3cccs3)cc(NS(=O)(=O)c3cccs3)c2)C1	4%	·	19%	-0.2%	-2%	2%	0.7	69	7%	5%
COc1ccc(-c2cc(C(F)F)n3ncc(C(=O)NCCCN4CCCC4=O)c3n2)cc1	0%	i	-1%	0.3%	5%	-21%	5.6	45	2%	39%
CCOC(=O)c1sc(S(C)(=O)=O)c2c1CCc1conc1-2	·	i	10%	-0.2%	·	21%	-0.7	35	2%	?
C/C(=N\NC(=O)c1ccccc1O)C1CC1	-3%	·	4%	0.0%	5%	7%	-1.1	32	5%	8%
COc1ccccc1N(CC(=O)NCCc1ccccc1)S(C)(=O)=O	-1%	i	-7%	-0.1%	-1%	7%	0.1	57	-3%	1%
COc1ccc2nc(/N=C(\N)NC(=O)C(C)(C)C)nc(C)c2c1	-2%	·	-5%	-0.3%	12%	-17%	15	82	11%	-1%
Cc1ccc(C(NC(=O)C2CCCCC2)c2c(O)ccc3ccccc23)cc1 (stereo not drawn)	-2%	i	2%	0.1%	3%	-8%	4.3	56	17%	3%
Cc1ccc(NC(=O)CSc2nc(O)cc(=O)n2C)cc1	-5%	i	2%	-0.1%	2%	-2%	0.2	74	18%	-2%
CC(C)Cn1cnc2c(N)nc3ccccc3c21	1%	·	·	0.3%	3%	1%	·	·	-6%	3%
O=C1CC2(CCN(C(=O)c3cccc(Br)c3)CC2)Oc2ccccc21	-4%	·	11%	·	4%	·	1.2	81	·	·
Cc1ccc(O)c(CCc2ccccc2)n1	-6%	i	18%	-0.2%	0%	-7%	2.2	75	-2%	11%
Cc1ccc(C(=O)Nc2ccc(N3CCN(C)CC3)cc2)cc1	-7%	·	21%	-0.1%	-3%	-1%	0.6	53	-7%	-6%	Dengue-2 NS5 capping pilot replicate=1.8

Grouped by structure: the compounds so far containing an aryl thioether with sulfur outside any ring
SMILES	Dengue-2 NS5 capping	Yfh1-depleted yeast	Large T inhibition	GPR55 beta-arrestin	MgcRacGAP inhibition	GPR35 arrestin U2OS	NTR1 agonist	NTR1 agonist cell count 20 µM	GPR55 LPI antagonism	AID2073	others
O=C(CSc1nncc2ccccc12)Nc1cccc(O)c1	0%	·	22%	-0.2%	11%	-8%	0.3	41	2%	1%
Cc1ccc(C)c(NC(=O)CSc2nnc(CNC(=O)c3ccco3)n2C)c1	-10%	·	-3%	-0.2%	5%	9%	-0.7	49	-7%	3%
COc1ccc(NC(=O)CSc2nnc(-c3ccoc3C)n2CC2CCCO2)cc1 (stereo not drawn)	-6%	i	8%	-0.3%	5%	-13%	-3.6	69	-4%	2%
CCc1ccccc1NC(=O)CSc1n[nH]c(C)c1[N+](=O)[O-]	4%	i	1%	0.2%	-2%	4%	-1.0	70	4%	4%
O=C(CSc1nn(-c2ccccc2)c(=S)s1)NC(=O)NCc1ccco1	2%	i	9%	0.0%	11%	-7%	2.8	76	-20%	-4%
Cc1ccc(NC(=O)CSc2nc(O)cc(=O)n2C)cc1	-5%	i	2%	-0.1%	2%	-2%	0.2	74	18%	-2%

Compound activity deposited in PubChem BioAssay by several laboratories.
